Screens deposited in PubChem BioAssay by several laboratories.
FXN GAA850 act: activators of GAA850 frataxin (FXN) promoter; activation, % at 6 µM; HEK293 lucGAA850 FXN promoter luciferase reporter, 24 h; percent of 10 µM SAHA response; 0.56% of 360,000 active;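 active = activation above the average of all compounds screened plus 3 SD, cutoff fixed separately per campaign, cut at about 7.5% in these data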;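 note: 0% = DMSO wells and 100% = 10 µM SAHA wells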
SMARCA2 act: increases SMARCA2 function in MMTV reporter cells; MG213 cells, MMTV-luciferase reporter, dexamethasone, overnight; 1% of 370,000 active; activation, % at 9.1 µM; in the data active = activation above about 7.8%;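 note: 0% = vehicle wells and 100% = reference activator wells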
PG9 binder: PG9 antibody binding by small molecule; AID 624416; TR-FRET gp120-PG9 antibody binding; 0.43% of 360,000 active; inhibition, % at 6.7 µM; in the data active = inhibition above about 8.5%
sPLA2-III inh: Blocks human group III sPLA2 activity | 0.56% of 370,000 active | QFRET BODIPY PC-A2 liposome hydrolysis, fluorescence | Q9NZ20 | inhibition, % at 12.2 µM;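 active = inhibition above mean plus 3 SD of compounds lying within the high and low control bounds, cut at about 19% in these data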;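 note: 0% = median of test compound wells and 100% = no enzyme DMSO wells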
Target sequence (Q9NZ20 whole entry, looked up): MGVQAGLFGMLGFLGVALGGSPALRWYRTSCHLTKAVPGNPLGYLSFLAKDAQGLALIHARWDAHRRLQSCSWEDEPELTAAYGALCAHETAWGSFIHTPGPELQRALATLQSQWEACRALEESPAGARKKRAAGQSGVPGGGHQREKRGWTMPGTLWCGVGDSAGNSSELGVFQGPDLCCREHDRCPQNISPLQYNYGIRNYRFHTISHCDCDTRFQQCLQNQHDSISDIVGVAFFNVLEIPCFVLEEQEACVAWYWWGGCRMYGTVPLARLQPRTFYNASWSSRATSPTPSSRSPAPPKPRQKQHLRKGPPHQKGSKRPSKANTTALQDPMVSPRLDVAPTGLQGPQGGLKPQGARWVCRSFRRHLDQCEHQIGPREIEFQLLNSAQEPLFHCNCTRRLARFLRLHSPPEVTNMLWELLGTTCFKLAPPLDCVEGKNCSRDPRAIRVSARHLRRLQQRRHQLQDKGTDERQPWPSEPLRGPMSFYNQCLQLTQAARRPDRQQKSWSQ
ssDAF12 agonist: activators of S. stercoralis DAF-12 nuclear receptor | 1% of 370,000 active | HEK293 ssDAF-12/GRIP1 lit1-tk-luc reporter, luminescence; % of 3 µM dafachronic acid response | AID 652126 | activation, % at 6.8 µM;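 active = activation above the mean over all tested compounds plus 3 SD, cut at about 0.9% in these data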;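 note: 0% = DMSO-only wells and 100% = 3 µM delta7-dafachronic acid wells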
DAX1 inh-1: blocks DAX1 repression of SF-1 activated StAR promoter; HEK293T StAR-luciferase reporter, SF-1/DAX-1 repression relief; inhibition, % at 6.8 µM; 1.1% of 370,000 active; AID 652010;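 active = inhibition above the mean over all tested compounds plus 3 SD, cut at about 3.6% in these data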;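 note: 0% = DAX-1 cells with DMSO and 100% = cells lacking DAX-1 with DMSO; higher inhibition means more luminescence from relief of DAX-1 repression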
hcDAF-12 act: activators of H. contortus DAF-12 nuclear receptor; 1.4% of 370,000 active; HEK293 hcDAF-12 lit1-tk-luc reporter, luminescence; 0% DMSO, 100% Δ7-dafachronic acid; activation, % at 6.8 µM;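 active = activation above the mean of all tested compounds plus 3 SD, cut at about 5.5% in these data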;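 note: 100% = response to 3 µM Δ7-dafachronic acid high control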
DAX1 inh-2: inhibitors of human orphan nuclear receptor DAX1 (NR0B1); inhibition, % at 6.75 µM; 0.99% of 340,000 active; AID 504766; P51843; HEK293 Gal4-DAX1 luciferase reporter, luminescence;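 active = inhibition above the mean over all tested compounds plus 3 SD, cut at about 4.2% in these data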;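 note: 0% = DAX1-transfected cells with DMSO and 100% = empty-vector control cells with DMSO; inhibition shows as a rise in luminescence from relieved DAX1 repression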
NR1D1 modulator: modulates human Rev-erb alpha binding to DNA; Rev-erbα–FITC-DNA binding, fluorescence polarization, 90 min; P20393; 0.79% of 370,000 active; AID 1259318; activity, % at 10 µM;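 active = activity above about 14%, limit read from the data; passing the limit was not always enough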;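 note: 0% = DMSO wells with 35 nM protein and 100% = DMSO wells with 750 nM protein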
Target sequence (P20393 whole entry, looked up): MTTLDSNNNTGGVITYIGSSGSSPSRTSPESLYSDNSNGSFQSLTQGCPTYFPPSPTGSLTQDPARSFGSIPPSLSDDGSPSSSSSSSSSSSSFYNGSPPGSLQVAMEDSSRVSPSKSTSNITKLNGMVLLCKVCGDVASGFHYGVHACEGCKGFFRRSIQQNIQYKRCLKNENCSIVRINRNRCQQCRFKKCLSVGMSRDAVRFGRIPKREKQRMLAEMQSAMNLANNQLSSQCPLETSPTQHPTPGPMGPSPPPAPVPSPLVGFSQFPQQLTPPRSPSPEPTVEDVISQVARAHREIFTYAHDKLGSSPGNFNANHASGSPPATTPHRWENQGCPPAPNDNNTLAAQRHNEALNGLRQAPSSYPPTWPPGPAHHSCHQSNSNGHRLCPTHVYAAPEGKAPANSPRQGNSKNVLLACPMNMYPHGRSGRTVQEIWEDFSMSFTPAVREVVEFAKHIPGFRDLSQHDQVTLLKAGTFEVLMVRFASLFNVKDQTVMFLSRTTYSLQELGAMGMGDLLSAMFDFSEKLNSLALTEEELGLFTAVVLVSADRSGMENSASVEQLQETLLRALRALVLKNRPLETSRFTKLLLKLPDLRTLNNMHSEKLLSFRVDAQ
PLC-beta3 inh: PLC-beta3 (human) inhibition, primary screen. Purified PLC-beta3, fluorogenic substrate, fluorescence. 0.18% of 370,000 active. Q01970. AID 720704. inhibition, % at 12.2 µM; in the data active = inhibition above about 11%;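 note: 0% = median of compound wells on plate and 100% = full blocker control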
hgDAF12 agonist: activates the H. glycines DAF-12 receptor ligand-binding domain; activation, % at 6.8 µM; AID 687014; HEK293 GAL4-hgDAF12 UAS-luciferase reporter, agonist luminescence; normalized to butyrate control; 1.8% of 370,000 active;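 active = activation above a cutoff set at the mean of all screened compounds plus 3 SD, cut at about 10% in these data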;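 note: 0% = DMSO wells and 100% = sodium butyrate wells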
* hit, by the source's call; nt = no result given. This is a random part of the collection; overall some 7% were active at least once.

SMILES | FXN GAA850 act | SMARCA2 act | PG9 binder | sPLA2-III inh | ssDAF12 agonist | DAX1 inh-1 | hcDAF-12 act | DAX1 inh-2 | NR1D1 modulator | PLC-beta3 inh | hgDAF12 agonist
Cc1cc(CNC(=O)CCc2nnc(CCCc3ccccc3)o2)nn1C | 5.7 | 5 | 1.5 | 1 | -1.4 | 0.7 | 3.1 | 0.7 | 11 | 1 | 2.7
O=C(Nc1cc(S(=O)(=O)N2CCCCC2)ccc1N1CCCCC1)c1ccncc1 | 1.3 | -4 | -1.1 | 0 | -1.3 | 0.8 | 0.4 | 2.5 | 0 | -2 | -1.1
Cc1nc(NC(=O)c2ccccc2)sc1C1(C)CC(c2ccccc2F)=NO1 (stereo not drawn) | 2.1 | 2 | 1.7 | -2 | -0.8 | -0.2 | 1.0 | 1.2 | 2 | -10 | 5.1
COc1cc2c(cc1OC)C(c1ccccc1)N(S(C)(=O)=O)CC2 (stereo not drawn) | 2.6 | -1 | -0.9 | -1 | -0.6 | -0.3 | -0.9 | 3.8 | 0 | -3 | -2.5
Nc1nc(SCc2ccccc2)c2ncn(C3CCCCC3)c2n1 | 7.5 | 1 | 2.0 | 5 | -1.2 | 1.2 | 1.3 | -0.6 | 2 | -2 | 0.8
CC1CCCC(NC(=O)COC(=O)c2ccccc2[N+](=O)[O-])C1C (stereo not drawn) | 6.6 | 2 | -0.7 | 1 | -1.1 | 0.0 | -1.1 | -1.0 | -2 | -3 | -0.4
Cc1cc2cc(CNC(=O)NC3CCCCC3)ccc2n1C | 1.2 | -1 | 3.7 | 4 | -1.3 | 0.1 | -2.3 | 0.1 | -6 | -39 | -2.4
O=[N+]([O-])c1ccc(OCC(O)CN2CCN(c3ccccc3F)CC2)cc1 (stereo not drawn) | 2.1 | -4 | -0.5 | -2 | -1.2 | 0.8 | -0.4 | 0.3 | 7 | 1 | -2.3
CCOC(=O)CSc1nc2cc(C)cc(C)c2cc1C#N | 2.0 | -4 | 0.3 | 7 | -0.6 | -0.3 | -0.8 | -0.4 | 21 | -22 | -0.8
COc1ccc(NS(=O)(=O)N2CCCCC2)cc1 | -2.7 | 2 | -0.8 | -7 | -0.2 | -0.5 | 0.5 | 0.9 | 5 | 3 | -2.8
O=C(O)COc1ccc(/C=C2\SC(=Nc3ccccc3)N(c3ccccc3)C2=O)cc1 | 2.9 | 0 | -1.5 | -6 | -1.0 | -0.3 | 2.3 | 0.6 | 6 | 1 | -1.1
COc1ccc(N2CCN(CC(=O)NCc3ccc(Cl)cc3)CC2)cc1 | 0.8 | -2 | -0.9 | 2 | -1.6 | -0.4 | -1.0 | 3.3 | -3 | 0 | 0.5
O=C(COc1ccccc1)NNC(=O)c1ccc(Cl)cc1 | 0.8 | 0 | -2.2 | -6 | -1.2 | -0.8 | -0.2 | 1.8 | 3 | -9 | 0.1
N/C(Cc1ccc(Cl)cc1)=N\OC(=O)C1CCCCC1 | 1.3 | 0 | -0.1 | 12 | -1.1 | -0.2 | -0.4 | 1.0 | 2 | 1 | 4.0
Cc1ccc(-c2nc(NCc3cccnc3)c3ccccc3n2)cc1 | 7.7* | -1 | 0.1 | -19 | -0.2 | 0.5 | 6.8* | 0.2 | -10 | -8 | 0.1
CCn1c(COc2ccc(C)cc2)nnc1SCc1cccc(C(F)(F)F)c1 | nt | -4 | nt | -9 | -1.7 | -0.9 | -2.0 | nt | -1 | -11 | -1.7
CC(C)(C)[C@@H]1COC(=O)[C@H](Cc2ccc(F)cc2)C/C=C\C[C@@H](CC(=O)NCCO)C(=O)N1 | -2.5 | 0 | -1.8 | -1 | -1.1 | 0.0 | -0.7 | 2.1 | -1 | 9 | 0.7
CS(=O)(=O)N(CC(=O)Nc1ccccc1C(=O)N1CCOCC1)c1ccc2c(c1)OCO2 | -1.8 | -2 | -1.1 | 7 | -0.4 | 0.3 | 1.4 | -0.8 | 4 | -1 | 3.5
CN(C(=O)C(C)(C)C)C1c2c(ccc3ccccc23)OCC1CO (stereo not drawn) | 1.4 | -4 | -2.0 | -1 | -1.4 | 0.2 | -0.3 | -0.6 | 3 | 1 | -0.8
Cc1ccc(S(=O)(=O)NC(=O)C2(C)CCN2C(=O)C2CC2)cc1 (stereo not drawn) | 0.6 | -3 | -0.1 | 10 | -1.2 | 1.7 | -0.1 | nt | 0 | 3 | 1.2

Complete entries, quoted from the list. Order of screens: FXN GAA850 act	SMARCA2 act	PG9 binder	sPLA2-III inh	ssDAF12 agonist	DAX1 inh-1	hcDAF-12 act	DAX1 inh-2	NR1D1 modulator	PLC-beta3 inh	hgDAF12 agonist
`Cc1cc(CNC(=O)CCc2nnc(CCCc3ccccc3)o2)nn1C` is listed with 5.7	5	1.5	1	-1.4	0.7	3.1	0.7	11	1	2.7
`CC1CCCC(NC(=O)COC(=O)c2ccccc2[N+](=O)[O-])C1C` (stereo not drawn) is listed with 6.6	2	-0.7	1	-1.1	0.0	-1.1	-1.0	-2	-3	-0.4

(list continues)
SMILES | FXN GAA850 act | SMARCA2 act | PG9 binder | sPLA2-III inh | ssDAF12 agonist | DAX1 inh-1 | hcDAF-12 act | DAX1 inh-2 | NR1D1 modulator | PLC-beta3 inh | hgDAF12 agonist
Cc1cc(C2(O)C(=O)Nc3ccccc32)ccc1F (stereo not drawn) | -1.3 | -4 | -0.2 | 6 | -1.1 | 0.1 | -0.7 | 0.1 | -2 | -9 | -1.3
CC(C)CCNC(=O)C(c1ccncc1)N(Cc1cccs1)C(=O)Cn1nnc(-c2ccc(F)cc2)n1 (stereo not drawn) | -4.5 | -4 | -1.7 | -9 | -0.1 | -0.9 | 1.2 | -2.5 | 0 | -8 | -1.5
Cc1ccc(OCCCCn2cnc3ccccc32)cc1 | -0.4 | -5 | 0.2 | -3 | -2.0 | -1.2 | -1.6 | 0.0 | 3 | -3 | -0.5
COc1ccc(OCCCC(=O)Nc2nncs2)cc1 | 2.1 | -2 | -1.5 | -1 | -0.3 | -0.5 | -1.9 | 2.9 | 1 | 1 | -1.2
O=C(c1cc(S(=O)(=O)N2CCOCC2)c(Cl)cc1Cl)N1CCCCC1CO (stereo not drawn) | -0.1 | -2 | 0.8 | -9 | -0.5 | 0.5 | -2.3 | -0.7 | -5 | -1 | 2.8
O=C(CNC(=O)c1ccc2c(c1)OCO2)Nc1cccc(Br)c1 | 1.9 | -2 | 0.7 | 3 | 0.9 | 1.0 | 3.5 | 1.0 | 8 | -3 | -1.1
CCN(CC)CCN(C)C(c1ccnc2ccccc12)c1nnnn1-c1ccc2c(c1)OCCO2 (stereo not drawn) | nt | 1 | -2.9 | -3 | -1.0 | 0.4 | 0.0 | nt | -3 | -5 | 0.9
C/C(=N/NC(=O)CNC(=O)Cc1ccccc1)c1ccco1 | 3.1 | -4 | 0.0 | 1 | -1.0 | 0.2 | -0.9 | 0.1 | 4 | -1 | -2.7
CCn1c(O)c(N=NC(=O)c2cccs2)c2ccccc21 | 2.2 | 0 | 1.1 | 6 | -1.7 | 0.6 | -0.7 | 1.6 | -3 | -3 | -1.5
Cc1ccc(S(=O)(=O)N2CCN(C(=O)C3CCN(C(=O)c4ccc(F)cc4)CC3)CC2)c(C)c1 | 2.0 | -2 | -1.5 | -1 | -1.4 | -4.6 | -1.4 | -0.9 | -2 | -1 | -5.6
Cc1cc[n+]2c3c(cccc13)CCC2 | 2.8 | -2 | -1.9 | 5 | -1.6 | -0.5 | -1.0 | 0.6 | 1 | -7 | -0.8
Cc1cc(NC(=O)Nc2cccc(Cl)c2)n(-c2ccccc2)n1 | 0.0 | -3 | -4.4 | 5 | -1.2 | -0.3 | -1.0 | 2.1 | 0 | -6 | 2.8
COCCOc1ccc(C(F)(F)F)cc1NC(=O)COC(=O)c1cc([N+](=O)[O-])ccc1N1CCOCC1 | -3.9 | 0 | -1.4 | -7 | -1.5 | -0.9 | -4.3 | -0.7 | 5 | -3 | -3.9
C[C@@H]1CN([C@@H](C)CO)C(=O)c2cc(C#CC3CCCCC3)cnc2O[C@@H]1CN(C)S(=O)(=O)c1ccc(F)cc1 | 2.2 | -5 | -1.8 | -22 | -0.9 | -0.8 | -2.7 | -0.5 | -1 | -1 | -2.3
O=C(NCc1ccc(Cl)cc1)C(=O)c1cn(CC(=O)N2CCOCC2)c2ccccc12 | 2.5 | 0 | -0.8 | -9 | -1.1 | 0.0 | -3.3 | 0.4 | 0 | -11 | 2.4
COc1ccc(NC(=O)C2(N(C(=O)Cn3nnnc3N)c3ccc(OC)cc3)CCCCC2)cc1 | -2.4 | -1 | 0.7 | -3 | -0.7 | 0.8 | 0.8 | 0.7 | -3 | -12 | -2.4
N/C(=N\O)c1ccc(NC(=O)c2cccs2)cc1 | 3.0 | -1 | 0.4 | 11 | -0.3 | 0.7 | 0.5 | 0.7 | 5 | 0 | 8.6
CC(=O)c1ccc(OC(=O)c2ccc(-n3nc(C)cc3C)cc2)cc1 | 1.1 | 0 | -0.9 | 0 | -0.3 | -0.1 | -1.5 | -1.0 | -8 | 4 | 0.4
COc1ccc(Nc2ncnc3c2cnn3Cc2ccccc2)cc1 | -0.9 | -2 | -0.7 | -4 | -1.3 | 1.9 | -2.2 | -2.7 | 5 | -12 | -3.4
Nc1nc2n(n1)C(c1cccs1)CC(c1ccc(F)cc1)N2 (stereo not drawn) | 0.3 | 2 | -0.4 | 4 | -1.3 | -0.1 | -0.7 | -0.6 | -2 | -14 | -0.8
O=C(NNC(=O)c1ccccc1OCc1ccc(F)cc1)c1ccccc1O | -3.0 | -2 | 2.0 | 1 | -1.3 | -7.7 | -2.6 | 0.3 | -3 | -25 | -2.4
O=C(c1ccco1)N1CCN(c2nc3ccccc3n3nnnc23)CC1 | 3.8 | 4 | -3.4 | 0 | -0.7 | -0.5 | -1.1 | 0.6 | 2 | -12 | 0.9
CCN(CC(=O)NC(C)C)C(=O)c1cc(S(=O)(=O)N2CCCCC2)ccc1N1CCCCC1 | 0.3 | -3 | -0.8 | 3 | -0.7 | -0.6 | 3.0 | 0.5 | -6 | 3 | 1.6
COC(=O)COc1ccc(S(=O)(=O)NCc2ccco2)cc1 | -3.1 | -3 | -0.8 | 5 | -0.9 | 0.0 | -0.9 | 2.4 | -5 | 9 | 0.6
CNc1nc(NCc2ccccc2)c2sccc2n1 | 1.8 | -2 | -1.6 | 12 | -1.8 | -2.5 | -2.2 | nt | -6 | -2 | -7.4
BrC(=C\c1ccccc1)/C=N/n1cnnc1 | -1.0 | -12 | -0.6 | 10 | -1.2 | -4.0 | -1.9 | -4.0 | 2 | 3 | -6.1
CC(C)C[C@@H](CN)NC(=O)c1nc[nH]c1C(=O)N[C@@H](CC(C)C)C(=O)CNC[C@H](C)NC(=O)c1nc[nH]c1C(=O)N[C@@H](C)C(=O)O | -1.4 | -3 | 1.7 | -2 | -0.5 | 0.7 | -0.8 | 1.5 | -6 | 0 | 1.0
COc1ccc(/C=C2\SC(=O)N(CCCC(=O)Nc3ccc(C(=O)O)cc3)C2=O)cc1 | -13 | -7 | -1.1 | 11 | -3.8 | -6.5 | -9.2 | -4.8 | -1 | 3 | -21
Cc1cc(C)cc(-n2ccn(CC(=O)NCCc3ccccc3)c(=O)c2=O)c1 | 1.1 | -1 | -2.1 | 4 | -1.0 | 0.5 | -0.4 | -0.3 | 5 | -5 | 1.0
